# NR0B1 inh – inhibits human nuclear receptor DAX1; 0.99% of 340,000 active; HEK293 Gal4-DAX1 luciferase reporter, luminescence; inhibition, % at 6.75 µM;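 active = inhibition above the mean over all tested compounds plus 3 SD, cut at about 4.2% in these data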;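 note: 0% = DAX1-transfected cells with DMSO and 100% = empty-vector control cells with DMSO; inhibition shows as a rise in luminescence from relieved DAX1 repression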
# Target sequence (P51843 207-470 limits assumed): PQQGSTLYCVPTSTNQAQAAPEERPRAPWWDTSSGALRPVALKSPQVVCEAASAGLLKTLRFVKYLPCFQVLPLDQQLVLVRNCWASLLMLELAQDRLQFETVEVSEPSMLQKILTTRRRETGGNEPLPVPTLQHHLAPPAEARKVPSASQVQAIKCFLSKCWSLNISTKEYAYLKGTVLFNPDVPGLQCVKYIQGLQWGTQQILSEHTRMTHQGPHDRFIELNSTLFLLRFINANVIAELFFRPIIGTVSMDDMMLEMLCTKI
# FXN GAA850 act – increases GAA850 frataxin promoter reporter activity | activation, % at 6 µM | HEK293 lucGAA850 FXN promoter luciferase reporter, 24 h; percent of 10 µM SAHA response | 0.56% of 360,000 active;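 active = activation above the average of all compounds screened plus 3 SD, cutoff fixed separately per campaign, cut at about 7.5% in these data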;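 note: 0% = DMSO wells and 100% = 10 µM SAHA wells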
# GC-B act – GC-B (human) receptor activation. P20594. HEK293-GC-B cells, CNP EC30, cGMP TR-FRET; 0% at EC30 CNP, 100% saturating CNP. activation, % at 10 µM. 0.11% of 370,000 active. AID 1920062;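 active = activation at 10 µM reaching about 35% in either raw or pattern-adjusted values, limit read from the data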
# NPR1 activator – GC-A (human) enzyme activation. AID 1671463. P16066. 0.14% of 370,000 active. activation, % at 10 µM. HEK293 GC-A cells, cGMP TR-FRET, EC30 ANP; 0% at EC30 ANP, 100% saturating ANP; in the data active = activation above about 40%
# * = called active by the depositor; · = no result given. Not all compounds are listed; rates above refer to the full screens.
# Key to letters – A = NR0B1 inh; B = FXN GAA850 act; C = GC-B act; D = NPR1 activator
CCN1C[C@]2(COC)CC[C@H](O)[C@@]34C5C[C@H]6[C@H](O)C5[C@](O)(C[C@H]6OC)[C@@H]([C@H](OC)C23)[C@@H]14 (stereo partly specified)
  A = ·; B = 0.7; C = ·; D = ·
CCN1C[C@@]2(COC)C3[C@@H](OC)[C@H]4[C@@H]1[C@@]3(C1C[C@H]3[C@H](OC(=O)c5ccccc5)C1[C@]4(OC(C)=O)C[C@H]3OC)[C@@H](OC)C[C@H]2O (stereo partly specified)
  A = ·; B = -0.7; C = ·; D = ·
C[C@H]1C/C=C/[C@H]2[C@H](O)[C@H](C)[C@@](C)(O)[C@H]3[C@H](Cc4ccccc4)NC(=O)[C@]32[C@H](O)/C=C/[C@](C)(O)C1
  A = ·; B = -1.8; C = ·; D = ·
CCOC(=O)C1CCN(C(C)C(=O)c2c[nH]c3ccccc23)CC1 (stereo unspecified)
  A = 0.7; B = 0.9; C = ·; D = ·
C=C(C=O)CC1CC(O)[C@]2(C)OC3C[C@@H]4OC5C[C@]6(C)O[C@]7(C)CCC8OC9C[C@]%10(C)OC(/C(C)=C\CO)C(O)CC%10OC9CC(C)C8OC7CC6O[C@]5(C)C/C=C\C4OC3CC2O1 (stereo partly specified)
  A = 0.3; B = -2.2; C = ·; D = ·
CCOc1cccc(OCC)c2c(C)[n+](CC3CCCO3)c(C)c1-2 (stereo unspecified)
  A = 0.9; B = -2.4; C = ·; D = ·
CC1Oc2cc3c(-c4c(O)cc(O)c5c(O)c6c(cc45)OC(C)C(C)C6=O)c(O)cc(O)c3c(O)c2C(=O)C1C (stereo unspecified)
  A = -2.4; B = -5.8; C = ·; D = ·
CC(C)(O)/C=C/C(=O)[C@](C)(O)C1[C@H](O)C[C@@]2(C)C3CC=C4C(C[C@H](O)[C@@H](O)C4(C)C)[C@]3(C)C(=O)C[C@]12C (stereo partly specified)
  A = -1.2; B = -5.6; C = ·; D = ·
CN[C@H](C)[C@H](O)c1ccccc1
  A = -0.1; B = 1.6; C = ·; D = ·
CC(C)[C@H]1C(=O)N2CCC[C@H]2[C@]2(O)O[C@](NC(=O)[C@@H]3C=C4c5cccc6[nH]cc(c56)C[C@H]4N(C)C3)(C(C)C)C(=O)N12
  A = -0.6; B = -0.3; C = ·; D = ·
CCN(CC)C(=O)c1ccc2c(c1)C1C(Cl)C(Sc3ccccc3[N+](=O)[O-])CC1C(C(=O)O)N2 (stereo unspecified)
  A = -0.5; B = 2.2; C = ·; D = ·
CCN(CC)CCOC(=O)c1cc2cc(COC)ccc2o1
  A = 0.7; B = 0.4; C = ·; D = ·
CCOc1cc(/C=C2/C(=O)NC(=O)N(c3ccc(CC)cc3)C2=O)ccc1OC(=O)c1cccs1
  A = 0.6; B = 0.3; C = ·; D = ·
C=CC[C@@H](CC/C=C/C=C/CC/C=C\[C@@H]1CSC([C@@H]2C[C@@H]2C)=N1)OC
  A = 0.1; B = -0.9; C = ·; D = ·
COc1ccc2nc(NC(=O)CCc3nc(C4=CCN(C)CC4)no3)sc2c1
  A = 0.2; B = -1.4; C = ·; D = ·
C[C@@H]1CN([C@H](C)CO)C(=O)CCCn2cc(nn2)CO[C@H]1CN(C)C(=O)Oc1ccc2ccccc2c1
  A = 0.1; B = -1.7; C = ·; D = ·
CCC1(OC(=O)CN)C(=O)OCc2c1cc1n(c2=O)Cc2cc3ccccc3nc2-1 (stereo unspecified)
  A = -2.5; B = -13; C = ·; D = ·
COC(=O)C1=C(c2ccc(F)cc2F)C[C@@H]2CC[C@H]1N2C(=O)NCC1CC1
  A = -0.4; B = -1.5; C = ·; D = ·
C=C1C(=O)OC2CC(C)C3C=CC(=O)C3(C)C(O)C12 (stereo unspecified)
  A = -6.3; B = -16; C = ·; D = ·
COc1ccc(-c2cc(=NCC(=O)O)c3ccccc3o2)cc1
  A = 1.4; B = 3.3; C = ·; D = ·
CCn1nc(-c2cccs2)nc2c(=O)n(C)c(=O)nc1-2
  A = -5.5; B = -14; C = ·; D = ·
CN(C)C1C(=O)C(C(N)=O)=C(O)C2(O)C(=O)C3=C(O)c4c(O)cccc4C(C)(O)C3CC12 (stereo unspecified)
  A = 1.7; B = 17*; C = ·; D = ·
COC(=O)C1=C(c2ccc(F)cc2F)C[C@@H]2CC[C@H]1N2C(=O)NC1CCCCC1
  A = -1.0; B = 0.2; C = ·; D = ·
COC(=O)C1=C(c2ccc(Cl)c(C(F)(F)F)c2)C[C@@H]2CC[C@H]1N2C(=O)NCCOc1ccccc1
  A = 1.2; B = -0.5; C = ·; D = ·
COc1cccc(N2CCN(Cc3cccc(Cl)c3)CC2)c1
  A = 0.1; B = 0.9; C = 1; D = 1
COc1ccccc1N1CCN(Cc2c(F)cccc2F)CC1
  A = -1.3; B = -2.6; C = 3; D = 4
CCNc1ccc(P(=S)(N(C)C)N(C)C)cc1
  A = 1.7; B = -1.2; C = 3; D = 3
CCCCn1c(N)c(C(=O)OCC2CCCO2)c2nc3ccccc3nc21 (stereo unspecified)
  A = 1.3; B = -0.3; C = 8; D = 19
NCC(CC(=O)O)C1CCCCC1 (stereo unspecified)
  A = -1.3; B = -4.8; C = 8; D = 6
CCN1CCN(c2nc3ccccc3s2)CC1
  A = 1.1; B = 6.5; C = 2; D = 0

# Reformatted as tab-separated lines: entries from further up
mol	NR0B1 inh	FXN GAA850 act	GC-B act	NPR1 activator
CCN1C[C@]2(COC)CC[C@H](O)[C@@]34C5C[C@H]6[C@H](O)C5[C@](O)(C[C@H]6OC)[C@@H]([C@H](OC)C23)[C@@H]14 (stereo partly specified)	·	0.7	·	·
CCN1C[C@@]2(COC)C3[C@@H](OC)[C@H]4[C@@H]1[C@@]3(C1C[C@H]3[C@H](OC(=O)c5ccccc5)C1[C@]4(OC(C)=O)C[C@H]3OC)[C@@H](OC)C[C@H]2O (stereo partly specified)	·	-0.7	·	·
C[C@H]1C/C=C/[C@H]2[C@H](O)[C@H](C)[C@@](C)(O)[C@H]3[C@H](Cc4ccccc4)NC(=O)[C@]32[C@H](O)/C=C/[C@](C)(O)C1	·	-1.8	·	·
CCOC(=O)C1CCN(C(C)C(=O)c2c[nH]c3ccccc23)CC1 (stereo unspecified)	0.7	0.9	·	·
C=C(C=O)CC1CC(O)[C@]2(C)OC3C[C@@H]4OC5C[C@]6(C)O[C@]7(C)CCC8OC9C[C@]%10(C)OC(/C(C)=C\CO)C(O)CC%10OC9CC(C)C8OC7CC6O[C@]5(C)C/C=C\C4OC3CC2O1 (stereo partly specified)	0.3	-2.2	·	·
CCOc1cccc(OCC)c2c(C)[n+](CC3CCCO3)c(C)c1-2 (stereo unspecified)	0.9	-2.4	·	·
CC1Oc2cc3c(-c4c(O)cc(O)c5c(O)c6c(cc45)OC(C)C(C)C6=O)c(O)cc(O)c3c(O)c2C(=O)C1C (stereo unspecified)	-2.4	-5.8	·	·
CC(C)(O)/C=C/C(=O)[C@](C)(O)C1[C@H](O)C[C@@]2(C)C3CC=C4C(C[C@H](O)[C@@H](O)C4(C)C)[C@]3(C)C(=O)C[C@]12C (stereo partly specified)	-1.2	-5.6	·	·
CN[C@H](C)[C@H](O)c1ccccc1	-0.1	1.6	·	·
CC(C)[C@H]1C(=O)N2CCC[C@H]2[C@]2(O)O[C@](NC(=O)[C@@H]3C=C4c5cccc6[nH]cc(c56)C[C@H]4N(C)C3)(C(C)C)C(=O)N12	-0.6	-0.3	·	·

# Screening results deposited in PubChem BioAssay by several laboratories.
